Screening results (PubChem)
ASM inhibitor – Inhibitors of Secretory Acid Sphingomyelinase (S-ASM): qHTS. Sphingomyelin phosphodiesterase (Homo sapiens), P17405. Potency, µM (highest dose often 57.5 µM), inactives show at the highest dose activity change, negative = inhibition, usual class: inhibitors. placental ASM, HMU-PC fluorogenic substrate, 60 min. hit rate 0.006% among 340,000; note: potency is the fitted concentration of half-maximal effect
Target sequence (P17405 47-631 limits assumed): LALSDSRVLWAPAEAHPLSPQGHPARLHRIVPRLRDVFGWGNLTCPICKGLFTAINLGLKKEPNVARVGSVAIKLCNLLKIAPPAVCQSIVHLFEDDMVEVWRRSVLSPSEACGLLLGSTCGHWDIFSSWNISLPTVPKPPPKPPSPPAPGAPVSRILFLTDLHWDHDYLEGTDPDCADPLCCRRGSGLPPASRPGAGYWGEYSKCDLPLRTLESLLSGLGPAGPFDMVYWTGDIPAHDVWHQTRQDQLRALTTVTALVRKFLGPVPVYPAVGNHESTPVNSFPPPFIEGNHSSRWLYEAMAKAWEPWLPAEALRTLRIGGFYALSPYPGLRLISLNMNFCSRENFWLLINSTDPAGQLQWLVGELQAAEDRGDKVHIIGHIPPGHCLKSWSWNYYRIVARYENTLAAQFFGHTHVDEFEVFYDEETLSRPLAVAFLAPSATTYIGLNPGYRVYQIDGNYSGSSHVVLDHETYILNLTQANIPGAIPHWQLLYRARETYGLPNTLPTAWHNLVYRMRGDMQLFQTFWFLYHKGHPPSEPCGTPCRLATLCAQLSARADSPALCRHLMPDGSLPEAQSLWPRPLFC
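Steps: dispense placental human ASM, pin compound, wait 10 min at room temperature, add HMU-PC0 substrate at 9 uM final, incubate 60 min at 37 °C, add stop solution raising pH to 10, read fluorescence.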
ELG1 DNA repair – qHTS screen for small molecules that inhibit ELG1-dependent DNA repair in human embryonic kidney (HEK293T) cells expressing luciferase-tagged ELG1 | HEK293T ELG1-luciferase reporter, luminescence, 16 h; DNA damage induced by 5-fluorouridine | AID 504467, 2011 | hit rate 2.3% among 330,000 | Potency, µM (titrated, usually from 46.1 µM), for the others: at the top dose activity change, negative = inhibition, most hits filed as inhibitors; note: potency is the fitted concentration of half-maximal effect; % is set by controls: 0 for no effect and ±100 for the full control effect; nearly all actives have a fitted effect of over 55% in size
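Reporter activity after DNA damage by 5-fluorouridine is monitored. Compound-treated cells incubate 16 hr at 37 °C, then ONE-Glo is added for 30 min before luminescence reading.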
TCR activator – Activators of T cell receptors: qHTS campaign. 330,000 tested, under 10 active. primary human leukocytes, anti-CD3, IL-2 HTRF, 48 h. AID 504894, 2011. Potency, µM (series often up to 9.22 µM), without a hit: top-dose activation of IL-2 secretion, actives largely listed as activators; note: % of control where 0% means no effect
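Using a-CD3 beads without co-stimulation, primary human leukocytes were exposed to compounds for 48 hr. An HTRF IL-2 kit measured the cytokine, with europium-to-d2 energy transfer producing emission at 665nm upon 320nm excitation.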
a7 integrin act – qHTS for Activators of Integrin-Mediated Alleviation for Muscular Dystrophy. AID 624291, 2012. hit rate 0.064% among 350,000. alpha7betagal myoblasts, beta-gal FDG fluorescence, 48 h. Potency, µM (series often up to 38.3 µM), without a hit: at the top dose activation, most hits filed as activators;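 note: potency is the fitted concentration of half-maximal effect; 100% = response of the positive control SU9516; nearly all actives have a fitted effect of over 60% in size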
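Alpha7betagal+/- myoblasts (passage 13) were plated 16-24 hr, then exposed to compounds (1:260 dilution of DMSO stock) for 48 hours at 37C. After MPER lysis, β-galactosidase reporter activity was read as FDG fluorescence (ex 480/em 540) after 30 minutes.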
Mito fusion yeast – qHTS Assay for Small Molecule Inhibitors of Mitochondrial Division or Activators of Mitochondrial Fusion | S. cerevisiae fusion-defective mutant growth rescue, CellTiterGlo 48 h | Potency, µM (top dose mostly 46.1 µM), without a hit: at the highest dose growth rescue (activation), usual class: activators | hit rate 0.23% among 320,000;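 note: potency is the fitted concentration of half-maximal effect; % of control where 0% means no effect; nearly all actives have a fitted effect of over 45% in size; temperature-sensitive fusion mutants such as fzo1-1 at 37 °C on non-fermentable ethanol glycerol medium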
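Temperature-sensitive fusion-defective S. cerevisiae (e.g. fzo1-1, mgm1-5) were grown with compound in YPEG medium (3% ethanol, 3% glycerol) for 48 hours at 37C. Growth rescue was measured as viability by CellTiterGlo luminescence after 10 minutes at ambient.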
Eya2 phos inh – qHTS Assay for Inhibitors of the Phosphatase Activity of Eya2; Protein phosphatase EYA2 (Homo sapiens), O00167; recombinant Eya2, OMFP fluorescence dephosphorylation (OMFP is methylfluorescein phosphate); Potency, µM (titrated, usually from 76.9 µM), inactives show top-dose activity, negative = inhibition, most hits filed as inhibitors; hit rate 0.006% among 330,000; AID 488837, 2010; note: potency is the fitted concentration of half-maximal effect; % is set by controls: 0 for no effect and ±100 for the full control effect
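Eya2 protein (added as 0.2 uM solution) was preincubated with compound for 10 min at ambient temperature in 50 mM HEPES pH 7.5, 50 mM NaCl, 5 uM MgCl2, 0.05% BSA, 1 mM DTT. OMFP (added at 50 uM) then reacted 10 min; fluorescence read at 485/525 nm.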
Tb PFK inh – qHTS Assay to Find Inhibitors of T. brucei phosphofructokinase | ATP-dependent 6-phosphofructokinase (Trypanosoma brucei brucei), O15648 | T. brucei PFK, ADP-Glo luminescence | Potency, µM (top dose mostly 57.5 µM), for inactives: at the highest dose activity, negative = inhibition, actives largely listed as inhibitors | hit rate 0.17% among 330,000 | AID 485367, 2010;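 note: potency is the fitted concentration of half-maximal effect; 0% = uninhibited 1x PFK enzyme wells and -100% = no-enzyme wells; nearly all actives have a fitted effect of over 60% in size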
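Activity is normalized to no-enzyme wells (full inhibition) and 1.25 nM enzyme wells (no inhibition). Reaction: 0.5 mM F6P, 0.1 mM ATP, 45 min RT, ADP-Glo luminescence; concentration-response curves fitted and classed by quality.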
BCR signal inh – qHTS Assay to Find Inhibitors of Chronic Active B-Cell Receptor Signaling; hit rate 0.05% among 340,000; ABC-DLBCL IkBa-CBG/CBR reporter, luminescence ratio, 4 h; Potency, µM (highest dose often 46.1 µM), without a hit: top-dose ratio change, negative = lower green/red ratio, actives largely listed as inhibitors; active = well fitted inhibition curve with a large enough effect in the signal ratio, with a control signal flat, not every such curve was filed as active; inconclusive = small, poorly fitted or top-dose-only effect, or effect the other way, or a change in a side signal; the % refers to the signal ratio;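 note: potency is the fitted concentration of half-maximal effect; plate controls were basal doxycycline-induced cells for no effect and cells given 10 µM MG132 for full effect; MG132 reads +100%, hits lower the ratio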
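TMD8 ABC-DLBCL cells carrying doxycycline-inducible green luciferase fused to IkappaBalpha plus unfused red luciferase were exposed to compounds (up to 46 uM) for 4 hrs at 37C. Activity came from the overlap-corrected green/red luminescence ratio.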
TSHR antagonist – Antagonists of the Thyroid Stimulating Hormone Receptor: HTS campaign; activity change, negative = inhibition, % at 11.5 µM; hit rate 0.2% among 330,000; TSHR-expressing cells, TSH-stimulated cAMP HTRF, 2 h; active compounds read low; AID 504810, 2011; Thyrotropin receptor (Homo sapiens), P16473;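 active = activity change below a set negative limit, meaning inhibition stronger than a set level, cut at about -70% in these data; inconclusive = activity change between two set negative limits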; note: % is set by controls: 0 for no effect and ±100 for the full control effect
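Competitive HTRF cAMP read-out (cryptate anti-cAMP antibody, cAMP-d2; 30 min, room temperature) in freshly harvested TSHR cells. Compounds added before TSH at EC80 (4nM final), followed by 2 hours' incubation at 37 deg C.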
PTAP TSG101 blk – qHTS Assay for Iinhibitors of HIV-1 Budding by Blocking the Interaction of PTAP/TSG101. Fluorescence polarization, FITC-PTAP peptide / Tsg101 binding. Potency, µM (highest dose often 115 µM), without a hit: top-dose activity change, negative = inhibition, actives largely listed as inhibitors. 340,000 tested, under 10 active. AID 493005, 2010; active = well fitted inhibition curve with a large enough effect in the main read-out, with a control signal flat, not every such curve was filed as active; inconclusive = small, poorly fitted or top-dose-only effect, or effect the other way, or a change in a side signal; inactive = no such curve, though single readings can be large or run the other way; note: potency is the fitted concentration of half-maximal effect; % of control where 0% means no effect
Target sequence (Q99816 whole entry, looked up): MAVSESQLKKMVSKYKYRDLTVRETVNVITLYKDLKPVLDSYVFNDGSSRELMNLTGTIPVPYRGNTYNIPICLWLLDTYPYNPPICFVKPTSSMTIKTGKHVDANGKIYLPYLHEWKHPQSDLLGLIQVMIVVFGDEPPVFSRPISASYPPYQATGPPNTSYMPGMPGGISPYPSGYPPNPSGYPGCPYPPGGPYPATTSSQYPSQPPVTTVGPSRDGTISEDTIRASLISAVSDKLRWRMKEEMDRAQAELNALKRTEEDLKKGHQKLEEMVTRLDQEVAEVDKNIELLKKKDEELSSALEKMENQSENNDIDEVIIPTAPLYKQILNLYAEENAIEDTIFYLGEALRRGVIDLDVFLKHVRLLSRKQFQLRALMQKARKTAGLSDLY
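Tsg101 binding domain (10 uM final) was mixed with compound and a FITC-labeled PTAP peptide (50 nM final) in HEPES pH 7.5 buffer with NaCl, Tween 20, EDTA and TCEP; fluorescence polarization was read after 20 min at r.t.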
A-T KAP1 phos – qHTS Assay for Identifying a Potential Treatment of Ataxia-Telangiectasia | […] A-T fibroblasts, KAP-1 phosphorylation AlphaLISA; neocarzinostatin DNA damage 30 min before lysis | Potency, µM (highest dose often 57.5 µM), for the others: at the top dose activation, actives largely listed as activators | hit rate 0.19% among 320,000; note: potency is the fitted concentration of half-maximal effect; % of control where 0% means no effect; nearly all actives have a fitted effect of over 45% in size
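hTERT-immortalized A-T patient fibroblasts ([…]), 500 cells/well in OPTI-MEM, 1% FBS, got compounds for 60 min, then NCS for 30 min at 37C. Lysates were then assayed for phospho-KAP-1 by AlphaLISA (anti-pKAP1 donor, anti-KAP1 acceptor beads), 6 hr at 25C.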
* marks the source's active call; other numbers are inactive results; ? = inconclusive; . = no result given; [ ] = another dose, or the depositor's remark. Unless noted, calls come from the whole dose curve; as a rule, active = well fitted curve in the direction sought with a large enough effect; inconclusive = small, poorly fitted or top-dose-only effect, or another doubt; inactive = no such curve, though single readings can be large; an effect the other way counts as inactive or inconclusive. An unsorted share of the library. Share with any hit: about 3.2%.

SMILES	ASM inhibitor	ELG1 DNA repair	TCR activator	a7 integrin act	Mito fusion yeast	Eya2 phos inh	Tb PFK inh	BCR signal inh	TSHR antagonist	PTAP TSG101 blk	A-T KAP1 phos
Cc1cc(O)c2c(-c3ccccc3)cc(=O)oc2c1	5%	6%	7%	-19%	15%	-20%	20%	-15%	-11	-2%	7%
COC(=O)C1C(=O)/C(=C(/C)N2CCCC2)C(=O)CC1(C)C (stereo not drawn)	0%	0%	6%	-33%	-2%	-1%	3%	17%	-6	-7%	4%
COc1nc(NCc2cccnc2)nc(NC2CCCCC2)n1	1%	?	0%[46.1 µM]	15%	13µM*	1%	1%	?	-6	-1%	2%
COc1cccc(CN(C(=O)c2ccccc2Br)C2CCS(=O)(=O)C2)c1 (stereo not drawn)	-1%	2%	3%	29%	0%	6%	2%	0%	5	-6%	3%
CN(CCc1cn[nH]c1)C(=O)CC1C(=O)NCCN1Cc1ccccc1C(F)(F)F (stereo not drawn)	11%	-8%	0%	9%	-1%	1%	4%	0%	-28	-5%	12%[11.5 µM]
Nn1c(SCc2ccccc2)nnc1-c1ccco1	4%	?	-1%	3%	-2%	-16%	-16%	16%	0	-1%	-6%
NS(=O)(=O)c1ccc(NC(=S)NCc2ccco2)cc1	4%	4%	-4%	14%	1%	8%	?	?	15	1%	5%
CCCn1cc(S(=O)(=O)CC(=O)Nc2ccc(OC)cc2OC)c2ccccc21	-1%	-20%	3%[46.1 µM]	-23%	-3%	1%	-9%	0%	-8	-3%	5%
CCOc1ccc2ccccc2c1CNc1nnnn1C	-1%	-15%	-4%	3%	-2%	8%	3%	-2%	-2	-2%	3%
COc1cccc(NC(=S)N(CCCN2CCC(C)CC2)Cc2cccs2)c1	6%	0%	-3%	-6%	1%	1%	-3%	0%	-3	-2%	0%
CC1=C(C(=O)OCc2ccccc2)C(c2cccc([N+](=O)[O-])c2)NC(=O)N1 (stereo not drawn)	-2%	-23%	0%	-23%	3%	4%	-2%	?	-7	-6%	6%
Cc1c(Cl)c([N+](=O)[O-])nn1CC(=O)N1CCc2ccccc2C1	-1%	1%	-12%	1%	1%	-9%	-15%	?	12	-4%	-4%
COc1ccc(C2C(C#N)=C(N)Oc3n[nH]c(-c4ccccn4)c32)c(OC)c1OC (stereo not drawn)	1%	?	0%	6%	-3%	-3%	4%	-3%	22	-3%	-3%
CCOC(=O)N1CCC(=NNc2nc3ccccc3s2)CC1	3%	?	4%	16%	-3%	-28%	3%	?	-3	1%	-1%
Cc1sc(NC(=O)CN2CCCC2)nc1-c1ccc2c(c1)CCN2C(=O)c1cccc(F)c1	-6%	?	12%	-77%[inhibitor]	-24%	2%	1%	?	7	-8%	-1%
O=C(Nc1ccccc1)Nc1ccc(-n2ccc(C(F)(F)F)n2)cc1	0%	?	3%	-58%[inhibitor]	-4%	?	-1%	?	-3	-2%	-9%
COc1ccc(NC(=O)N2CCCc3ccccc32)cc1OC	1%	?	3%	?	-1%	-2%	-2%	-5%	-3	-2%	9%
Oc1c(N=Nc2ccc(F)cc2)ccc2ccccc12	-11%	?	1%	-11%	-4%	4%	-1%	-4%	-7	-1%	0%
COC(=O)C(C)Oc1ccc(Cc2ncc(C(F)(F)F)cc2Cl)cc1 (stereo not drawn)	-1%	15%	5%	-11%	-4%	-6%	0%	4%	-3	-4%	20%
Cc1ccc(C)c(-c2nnc(OCC(=O)Nc3cc(C)on3)c3ccccc23)c1	-3%	4%	-4%	-12%	9%	-9%	-14%	?	16	-8%	-4%
O=C(NC1CCCCC1)C(c1ccc(F)cc1)N(C(=O)c1csnn1)C1CC1 (stereo not drawn)	-4%	-4%	4%	36%	6%	?	-1%	0%	-9	0%	0%
CN(C)S(=O)(=O)c1ccc(NC(=O)c2cc(F)c(F)cc2Cl)cc1	2%	16%	-1%	27%	1%	-21%	-4%	-13%	-2	-10%	-3%
CCCc1nnc(NC(=O)C23CC4CC(CC(C4)C2)C3)s1	4%	?	-1%	4%	-18%	18%	2%	?	4	1%	-3%
Cc1ccc(-c2nnn(CC(=O)N(CC(=O)NC3CCCC3)c3ccc(F)cc3)n2)o1	0%	1%	-7%	-7%	-3%	-12%	15%	0%	-1	-7%	-3%
COc1cc(/C=N/NC(=O)CCc2n[nH]c(=O)[nH]c2=O)cc(OC)c1OC	9%	14%	0%[46.1 µM]	12%	-1%	-9%	0%	0%	5	0%	-1%
c1ccc(-n2c(-c3ccncc3)nnc2-c2ccco2)cc1	3%	?	1%	-9%	9%	22%	-11%	0%	-3	-15%	2%
Cn1c2ccccc2c2cc(C(=O)N3CCOCC3)sc21	1%	-12%	-4%	4%	0%	2%	4%	?	12	-4%	-8%
CC(c1nccs1)N(C)c1nc2nonc2nc1NC1CC1 (stereo not drawn)	4%	-18%	1%	-23%	-4%	2%	0%	-1%	6	-3%	-6%
CC(CN1CCCCC1)c1ccccc1 (stereo not drawn)	1%	4%	.	-12%	4%	2%	3%	0%	-1	0%	8%
O=C(CN1CCN(S(=O)(=O)c2ccccc2Cl)CC1)NCC1(N2CCOCC2)CCCCC1	0%	-6%	0%	-5%	4%	10%	-1%	-1%	-6	-1%	-8%
Cc1ccccc1NC(=O)c1sc2nc3c(c(-c4ccco4)c2c1N)CCCC3	6%	?	-1%	27%	2%	1%	2%	1%	-22	-9%	7%
Cc1noc2ncnc(Oc3ccc(F)cc3)c12	-2%	?	5%	17%	0%	0%	0%	-13%	-1	-4%	-4%
Cc1noc(C)c1NC(=O)Nc1cccc2c1O[C@H](CN(C)C(=O)NC1CCCCC1)[C@@H](C)CN([C@H](C)CO)C2=O	-1%	0%	0%	-4%	.	-7%	1%	-1%	1	-1%	9%
Cc1ccc(Cl)cc1NC(=O)C1C2CCC(O2)C1C(=O)O (stereo not drawn)	5%	12%	-6%	5%	3%	-15%	-2%	?	1	-5%	-1%
Cc1cc(-n2cccn2)ccc1CN1CCN(C2CCCC2)C(CCO)C1 (stereo not drawn)	2%	9%	-3%	-47%[inhibitor]	-3%	3%	-1%	4%	1	0%	-2%
O=C(COc1ccc(C(=O)NCc2cccnc2)cc1)Nc1cccc(C(F)(F)F)c1	0%	-30%	.	-37%	-4%	4%	9%	-4%	-16	0%	5%
CCOC(=O)NC(=O)COC(=O)c1ccc(Sc2ncn[nH]2)c([N+](=O)[O-])c1	-4%	-15%	-1%	?	-1%	16%	2%	-4%	-4	-2%	-13%
Cc1ccc(N=Nc2c(O)n(CN3CCOCC3)c3ccccc23)cc1	-13%	?	-12%	4%	-3%	-1%	4%	?	1	-2%	2%
COc1ccc(CCNC(=O)CCCCCNc2nc(=S)[nH]c3ccccc23)cc1OC	-1%	?	-2%[46.1 µM]	-8%	-2%	-11%	-22%	-17%	62	0%	8%
CCN(C[C@H]1N[C@@](C)(C(=O)OC)[C@H]2C(=O)N(C)C(=O)[C@@H]12)S(=O)(=O)c1ccc(-c2ccccc2)cc1	-23%	-18%	-4%	-8%	.	-1%	2%	2%	-1	2%	10%
N#Cc1ccccc1S(=O)(=O)N1CCN(C(=O)c2cc3c(s2)CCC3)CC1	9%	?	-7%	0%	17%	-14%	0%	?	2	-3%	-4%
